Compound activity: PubChem BioAssay, several laboratories
CCHFV vOTU inh – blocks the CCHF virus ovarian tumor domain protease. CCHFV vOTU protease, Pep-AMC fluorescence. inhibition, % at 11.5 µM. hit rate 0.55% among 370,000. AID 651958; in the data active means inhibition above about 30%; further: 0% = vehicle wells with enzyme and 100% = no enzyme wells
DUSP3 inh – DUSP3 (human) phosphatase inhibition; P51452; recombinant VHR phosphatase, pNPP absorbance; inhibition, % at 13.3 µM; hit rate 0.52% among 290,000; AID 1654; in the data active means inhibition above about 50%; further: some compounds called inactive have numbers as strong as hits
Target sequence (P51452 whole entry, looked up): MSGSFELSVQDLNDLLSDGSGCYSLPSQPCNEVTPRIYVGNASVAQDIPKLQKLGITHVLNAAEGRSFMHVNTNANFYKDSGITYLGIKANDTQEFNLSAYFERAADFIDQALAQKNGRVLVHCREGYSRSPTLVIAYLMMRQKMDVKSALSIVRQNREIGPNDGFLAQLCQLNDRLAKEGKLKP
BoNT A protease – inhibitors of Botulinum neurotoxin A light chain protease; multiplex microsphere protease substrate cleavage, flow cytometry; inhibition, % at 10 µM; hit rate 0.17% among 360,000; AID 588499; further: plate controls were buffer without enzyme for full effect and enzyme alone for no effect
SARS 3CLpro inh – SARS-CoV 3CLpro protease inhibition; hit rate 0.14% among 290,000; recombinant SARS-CoV 3CLpro, quenched FRET peptide cleavage; AID 1706; inhibition, % at 6 µM; P0C6X7; in the data active means inhibition above about 12%
PrPC TRFRET – cell surface PrPC inhibition, primary TR-FRET screen; TR-FRET read-out; P04156; inhibition, % at 13.8 µM; AID 720596; hit rate 0.43% among 370,000; in the data active means inhibition above about 24%; further: 0% = median of the test wells and 100% = reference compound wells
PriA SSB inh – blocks PriA binding to SSB C-terminal tail; AlphaScreen SSBct-PriA binding, biotinylated peptide; hit rate 0.6% among 430,000; inhibition, % at 33 µM; in the data active means inhibition mostly above about 37%, no sharp cut-off; inactive means mostly below about 20%;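 further: plate controls were negative control peptide for no effect and reference peptide for full effect; strong numbers were not always called active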
BoNT F protease – BoNT F light chain protease inhibition; hit rate 0.22% among 360,000; AID 588497; Multiplex microsphere protease cleavage assay, flow cytometry; inhibition, % at 10 µM; in the data active means inhibition above about 35%, passing the limit was not always enough; inconclusive means no clear call, values can overlap the other calls; further: plate controls were buffer without enzyme for full effect and enzyme alone for no effect
MazF activator – MazEF (E. coli) toxin RNase activation; P0AE70; FAM/BHQ RNA-DNA oligo cleavage fluorescence, 5 h; activation, % at 20 µM; hit rate 0.32% among 350,000; AID 504720; in the data active means activation above about 50%
Anthrax LF prot – inhibitors of Bacillus anthracis lethal factor protease. inhibition, % at 10 µM. hit rate 0.12% among 360,000. P15917. multiplex microsphere protease cleavage assay, LF; further: plate controls were buffer without enzyme for full effect and enzyme alone for no effect
Rv3671c protease – inhibits the M. tuberculosis serine protease Rv3671c; hit rate 0.048% among 320,000; P9WHR9; inhibition, % at 5.96 µM; in the data active means inhibition above about 38%;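 further: extracellular domain of Rv3671c used as enzyme; 0% = enzyme with DMSO and 100% = no enzyme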
Target sequence (P9WHR9 whole entry, looked up, the tested form may be a part): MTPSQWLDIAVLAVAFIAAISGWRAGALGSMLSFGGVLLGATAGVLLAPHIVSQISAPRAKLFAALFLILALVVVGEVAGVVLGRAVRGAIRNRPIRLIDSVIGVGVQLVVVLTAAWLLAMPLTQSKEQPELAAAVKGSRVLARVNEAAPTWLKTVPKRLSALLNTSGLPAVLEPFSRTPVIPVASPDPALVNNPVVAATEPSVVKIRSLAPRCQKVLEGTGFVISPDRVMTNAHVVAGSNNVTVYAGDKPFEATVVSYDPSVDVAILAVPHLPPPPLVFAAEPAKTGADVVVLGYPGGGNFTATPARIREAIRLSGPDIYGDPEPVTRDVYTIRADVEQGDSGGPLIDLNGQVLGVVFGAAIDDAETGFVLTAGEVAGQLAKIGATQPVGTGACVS
An asterisk follows results filed as active; ? = inconclusive; / = no result given; & = joins results of further samples. Unless noted, no stated cut-off is given here; in the data, active means inhibition above about 30%; inconclusive means no clear call, values can overlap the other calls; inactive means below that. Some of the compounds tested; count on the stated rates, not on these rows.

SMILES	CCHFV vOTU inh	DUSP3 inh	BoNT A protease	SARS 3CLpro inh	PrPC TRFRET	PriA SSB inh	BoNT F protease	MazF activator	Anthrax LF prot	Rv3671c protease
C[C@H](CO)N1C[C@H](C)[C@@H](CN(C)S(=O)(=O)c2ccc(C#N)cc2)OCc2cn(nn2)CCCC1=O	-8	/	-0.2	/	-6	/	0	1	-6	/
O=C(N/N=C/C(Cl)=C/c1ccccc1)c1ccccc1F	11	-10	0.9	1	-3	/	2	10	0	2
CC(C)CNS(=O)(=O)c1cc(C(=O)OC2CCOC2=O)c(Cl)cc1Cl (configuration not stated)	-3	-8	2.3	-8	-3	-7	14	4	4	3
C/C=C/c1cccc(-c2nc(C(=O)N3CCOCC3)cc3c2[C@H](CCO)N(C(=O)NC(C)C)C3)c1	-5	/	-0.9	/	0	/	-11	/	0	/
N#C/C(=C(/O)CCl)c1nc(-c2ccccc2)cs1	9	-1	0.4	6	-1	-6	-8	16	10	2
Cc1noc(C)c1COC(=O)c1cc(=O)[nH]c2ccccc12	-6	24	0.5	0	-2	1	12	-6	-5	-3
Cc1ccc(S(=O)(=O)N2CCCCC2)cc1NC(=O)COC(=O)C1(C)CC1(Cl)Cl (configuration not stated)	14	/	1.2	/	20	-7	3	5	-1	-7
COc1cc(-c2c(C#N)c(N)nc3c2CCCC3)ccc1O	13	14	0.9	-4	-1	9	15	1	2	-3
COc1ccc(CNC(=O)COc2ccc(F)cc2)cc1	-9	13	0.1	0	3	-1	-1	5	5	1
CN1C2CCC1CC(NC(=O)c1ccc([N+](=O)[O-])cc1)C2 (configuration not stated)	-10	-2	-1.1	-2	-17	-5	-22	1	20	2
COc1ccc(C(=O)NC(=S)Nc2ccc(CN3CCOCC3)cc2)cc1Br	-11	17	1.1	3	9	26	-1	6	-3	-7
O=C(Cn1cc(C(F)(F)F)cc(Cl)c1=O)Nc1ccc(N2CCOCC2)cc1	-9	23	0.0	4	0	-9	-4	2	-5	-5

Reprinted from above, twelve compounds:
SMILES	CCHFV vOTU inh	DUSP3 inh	BoNT A protease	SARS 3CLpro inh	PrPC TRFRET	PriA SSB inh	BoNT F protease	MazF activator	Anthrax LF prot	Rv3671c protease
C[C@H](CO)N1C[C@H](C)[C@@H](CN(C)S(=O)(=O)c2ccc(C#N)cc2)OCc2cn(nn2)CCCC1=O	-8	/	-0.2	/	-6	/	0	1	-6	/
O=C(N/N=C/C(Cl)=C/c1ccccc1)c1ccccc1F	11	-10	0.9	1	-3	/	2	10	0	2
CC(C)CNS(=O)(=O)c1cc(C(=O)OC2CCOC2=O)c(Cl)cc1Cl (configuration not stated)	-3	-8	2.3	-8	-3	-7	14	4	4	3
C/C=C/c1cccc(-c2nc(C(=O)N3CCOCC3)cc3c2[C@H](CCO)N(C(=O)NC(C)C)C3)c1	-5	/	-0.9	/	0	/	-11	/	0	/
N#C/C(=C(/O)CCl)c1nc(-c2ccccc2)cs1	9	-1	0.4	6	-1	-6	-8	16	10	2
Cc1noc(C)c1COC(=O)c1cc(=O)[nH]c2ccccc12	-6	24	0.5	0	-2	1	12	-6	-5	-3
Cc1ccc(S(=O)(=O)N2CCCCC2)cc1NC(=O)COC(=O)C1(C)CC1(Cl)Cl (configuration not stated)	14	/	1.2	/	20	-7	3	5	-1	-7
COc1cc(-c2c(C#N)c(N)nc3c2CCCC3)ccc1O	13	14	0.9	-4	-1	9	15	1	2	-3
COc1ccc(CNC(=O)COc2ccc(F)cc2)cc1	-9	13	0.1	0	3	-1	-1	5	5	1
CN1C2CCC1CC(NC(=O)c1ccc([N+](=O)[O-])cc1)C2 (configuration not stated)	-10	-2	-1.1	-2	-17	-5	-22	1	20	2
COc1ccc(C(=O)NC(=S)Nc2ccc(CN3CCOCC3)cc2)cc1Br	-11	17	1.1	3	9	26	-1	6	-3	-7
O=C(Cn1cc(C(F)(F)F)cc(Cl)c1=O)Nc1ccc(N2CCOCC2)cc1	-9	23	0.0	4	0	-9	-4	2	-5	-5

The listing picks up, repeating the 2 entries before the break.
SMILES	CCHFV vOTU inh	DUSP3 inh	BoNT A protease	SARS 3CLpro inh	PrPC TRFRET	PriA SSB inh	BoNT F protease	MazF activator	Anthrax LF prot	Rv3671c protease
COc1ccc(C(=O)NC(=S)Nc2ccc(CN3CCOCC3)cc2)cc1Br	-11	17	1.1	3	9	26	-1	6	-3	-7
O=C(Cn1cc(C(F)(F)F)cc(Cl)c1=O)Nc1ccc(N2CCOCC2)cc1	-9	23	0.0	4	0	-9	-4	2	-5	-5
CN(Cc1c(C(=O)N/N=C/c2cc(F)ccc2F)nnn1-c1nonc1N)C1CCCCC1	-9	15	-1.7	11	1	/	3	-4	-2	-18
CC(=O)c1ccc(NC(=S)NNC(=O)c2ccccc2[N+](=O)[O-])cc1	11	25	-1.7	4	2	13	-8	8	1	2
O=C(CN1C(=O)c2ccccc2S1(=O)=O)Nc1ncc([N+](=O)[O-])s1	2	/	?	/	-8	-16&-4	?	-8	?	/
Cc1cc(O)c(/C=N/Nc2ccccc2Cl)c(=O)o1	-1	3	-0.8	-3	7	/	-6	1	-8	-7
Cc1ccc(S(=O)(=O)c2cc3ccccc3nc2N)cc1	-58	19	0.9	3	-4	-9	5	1	1	-1
CCN1CCN(CCNC(=O)c2ccc3c(c2)N(Cc2ccc(F)cc2)C(=O)c2ccccc2S3=O)CC1 (configuration not stated)	14	-18	2.0	0	-2	6	2	1	4	-2
Cc1ccc(S(=O)(=O)N2CCN(C(=O)[C@H](Cc3ccccc3)NC(=O)c3ccco3)CC2)cc1	4	/	-1.2	/	6	10	0	2	-6	/
O=C(Nc1cccc(C(=O)O)c1)/C(=C\c1ccccc1)NC(=O)c1cccc2ccccc12	4	3	0.6	5	6	-10	-2	7	-3	0
Cc1ccc(NC(=S)N2CCC(N(C)CC3CCCO3)CC2)cc1 (configuration not stated)	-8	10	-0.6	-1	1	5	-3	5	0	10
CCn1cc(Cl)c(C(=O)N2N=C(c3ccc4ccccc4c3)CC2c2ccccc2O)n1 (configuration not stated)	2	18	-0.1	2	-1	-4	-2	-1	-2	-163
C=CCn1c(O)c(CN2CCCCC2)c(C)c(C#N)c1=O	-5	1	-0.5	-3	-4	5	-5	-103	0	-13
CN(CCc1cn[nH]c1)C(=O)CC1C(=O)NCCN1Cc1cccc(Oc2ccccc2)c1 (configuration not stated)	-3	13	-1.6	2	0	17	-7	-9	-1	-7
Cc1ccc(/C=C2/C(=O)NC(=O)N(Cc3ccc(F)cc3)C2=O)o1	-10	0	/	-1	0	/	/	/	/	-18
S=C(Nc1ccccc1)Nc1nc2ccccc2n1CCOc1ccc(Br)cc1	-10	25	-0.2	-2	4	-17	-2	-2	-1	7
